# Bioassay records as filed in PubChem.
# RGS8-Gao: modulates binding of RGS8 to human Galphao; response (percent of control binding), % at 10 µM; 0.34% of 220,000 active; P09471; multiplexed bead flow cytometry; actives lie on both sides; in the data active = response below about 60% or above about 140%; inactive = in between;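 also: Galphao activated as the GDP aluminium fluoride complex binding bead-coupled RGS8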
# Target sequence (P09471 whole entry, looked up): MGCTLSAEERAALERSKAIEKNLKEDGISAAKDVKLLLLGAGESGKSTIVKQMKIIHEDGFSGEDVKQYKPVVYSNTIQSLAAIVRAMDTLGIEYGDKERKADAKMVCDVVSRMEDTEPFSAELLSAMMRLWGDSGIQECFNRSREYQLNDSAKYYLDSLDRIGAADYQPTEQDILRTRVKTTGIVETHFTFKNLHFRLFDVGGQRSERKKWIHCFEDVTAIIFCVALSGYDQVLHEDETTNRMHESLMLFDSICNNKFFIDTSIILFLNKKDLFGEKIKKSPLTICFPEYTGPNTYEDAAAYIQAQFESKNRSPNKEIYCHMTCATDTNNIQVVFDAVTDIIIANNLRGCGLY
# Rab7 wt GTP bind: dog Rab7 wildtype GTP binding, inhibitors and activators. GTP binding activity (percent of control), % at 10 µM. 0.055% of 190,000 active. AID 758. GST-Rab7 beads, fluorescent GTP binding, flow cytometry; actives lie on both sides; untreated = 100%, excess cold GTP = 0%;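 active = fluorescent GTP binding to Rab7 beads changed by at least 20 points from the 100% baseline, either direction, mostly lower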;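 also: median green fluorescence of bound Bodipy-FL-GTP per Rab7 bead population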
# HRas wt GTP: human HRas wildtype GTP binding, change in either direction; GST-Ras wt beads, Bodipy-FL-GTP binding, flow cytometry; actives lie on both sides; 0.14% of 190,000 active; AID 759; GTP binding activity, % at 10 µM;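 active = GTP binding activity at least 20% away from the 100% baseline, either lowered as inhibitor or raised as activator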;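 also: 0% = unlabeled GTP competition control and 100% = no-compound control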
# Target sequence (P01112 whole entry, looked up): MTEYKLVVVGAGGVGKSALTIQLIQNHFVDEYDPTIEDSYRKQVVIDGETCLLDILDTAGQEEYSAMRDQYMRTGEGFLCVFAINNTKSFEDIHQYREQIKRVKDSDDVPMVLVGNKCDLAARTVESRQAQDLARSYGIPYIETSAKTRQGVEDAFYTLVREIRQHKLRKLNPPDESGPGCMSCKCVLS
# Mcl1 Noxa PPI: disrupts binding of human Mcl-1 to Noxa peptide | TR-FRET Mcl-1/Noxa peptide binding, 2 h | inhibition, % at 21.7 µM | 1.5% of 220,000 active | AID 1022;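 active = compounds that cut the protein-peptide binding signal by more than 50% relative to plate controls in a single-dose test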;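 also: His-tagged Mcl-1 with rhodamine Noxa BH3 peptide and terbium anti-His antibody; 0% = Mcl-1 plus Noxa peptide wells and 100% = peptide-only wells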
# Target sequence (Q07820 whole entry, looked up): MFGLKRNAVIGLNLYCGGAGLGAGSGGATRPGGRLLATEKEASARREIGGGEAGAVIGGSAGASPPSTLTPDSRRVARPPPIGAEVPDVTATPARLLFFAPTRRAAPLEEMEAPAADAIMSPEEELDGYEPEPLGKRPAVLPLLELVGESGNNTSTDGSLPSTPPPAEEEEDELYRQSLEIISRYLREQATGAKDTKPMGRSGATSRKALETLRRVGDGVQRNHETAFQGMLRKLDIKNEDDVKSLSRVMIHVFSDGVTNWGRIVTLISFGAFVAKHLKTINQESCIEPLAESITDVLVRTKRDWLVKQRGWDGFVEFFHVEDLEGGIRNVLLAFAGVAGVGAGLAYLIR
# Bim-Mcl-1: human Bim-Mcl-1 interaction inhibition; 0.1% of 190,000 active; inhibition, % at 10 µM; Bead-based flow cytometry, Bim peptide-Mcl-1 binding; Q07820; in the data active = inhibition above about 40%;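 also: 0% = no compound tracer wells and 100% = peptide blocker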
# Pf gamet viab: inhibitors of late stage P. falciparum gametocyte viability; inhibition, % at 10.9 µM; AID 743093; P. falciparum stage V gametocytes, ATP luminescence, 24 h; 0.065% of 150,000 active;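 active = inhibition above the mean plus 3 SD of compounds within the control limits, set per campaign, cut at about 38% in these data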;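 also: 0% = DMSO wells and 100% = medium only without gametocytes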
# Cdc42 wt: human Cdc42 wildtype GTP binding change, either direction | percent activity (GTP binding), % at 10 µM | 0.2% of 190,000 active | GST-Cdc42 beads, Bodipy-GTP binding, flow cytometry; actives lie on both sides | P60953;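 active = percent activity GTP binding at least 20 points away from the 100% baseline, either down as inhibitor or up as activator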;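 also: median bead fluorescence of bound Bodipy-FL-GTP at 100 nM; 0% = excess unlabeled GTP control and 100% = no compound control; below 100% means less GTP binding so inhibitor and above means activator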
# Rab2 wt GTP: changes GTP binding to wildtype dog Rab2A, up or down; P61105; GST-Rab2 wt beads, Bodipy-GTP binding, flow cytometry; GTP binding activity, % at 10 µM; 0.19% of 190,000 active; AID 760;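 active = GTP binding activity at least 20 points away from 100%, either lowered or raised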;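 also: 0% = beads with excess unlabeled GTP and 100% = no-compound control corrected for plate trend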
# Rac1 wt GTP bind: alters GTP binding to wildtype human Rac1; GST-Rac1 beads, fluorescent GTP binding, flow cytometry; actives lie on both sides; 0 = cold GTP competed, 100 = untreated; GTP binding activity (% of control), % at 10 µM; 0.27% of 190,000 active;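 active = GTP binding activity at least 20 points away from the 100% control level, either lower or higher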
# Rac1 mut GTP: alters GTP binding to activated mutant human Rac1; AID 764; percent activity (GTP binding), % at 10 µM; 0.11% of 190,000 active; GST-Rac1 activated beads, fluorescent GTP binding, flow cytometry; actives lie on both sides; 100% means binding = to untreated wells; P63000;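 active = GTP binding at least 20 percentage points away from the 100% baseline, in either direction, so actives lie on both sides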
# Mcl1 Bid PPI: disrupts binding of human Mcl-1 to Bid peptide. Q07820. TR-FRET Mcl-1/Bid-Dy647 peptide binding, 1536-well. inhibition, % at 21.7 µM. 0.97% of 220,000 active. AID 1021;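 active = compounds that cut the binding signal by more than half at the single screening dose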;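 also: His-tagged Mcl-1 with europium anti-His antibody binding Bid BH3 peptide; 0% = Mcl-1 plus peptide wells and 100% = peptide-only wells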
# Active calls of the source: *; / = no result given. Outcome played no part in choosing rows. Share with any hit: about 2.9%.
SMILES,RGS8-Gao,Rab7 wt GTP bind,HRas wt GTP,Mcl1 Noxa PPI,Bim-Mcl-1,Pf gamet viab,Cdc42 wt,Rab2 wt GTP,Rac1 wt GTP bind,Rac1 mut GTP,Mcl1 Bid PPI
COc1c(C)cc(C(=O)C2CCCN(C(=O)Cn3ccc(C)n3)C2)cc1C (stereo not given),103,106,101,-3,0,7,95,101,103,97,-20
COc1cc(NS(=O)(=O)c2ccc(NC(=O)CSC3=NCCS3)cc2)nc(OC)n1,97,98,98,21,-1,/,99,95,95,96,-28
CCOc1cc2nc(-c3ccc(OC)c(OC)c3)nc(N3CC(C)OC(C)C3)c2cc1OC (stereo not given),101,102,103,4,-3,/,103,101,103,101,2
CCOC(=O)C1CCN(C(=O)CCS(=O)(=O)c2ccc3c(c2)CC(C)N3C(=O)CC)CC1 (stereo not given),102,102,102,1,0,7,99,100,104,98,-12
CCn1c(C(C)NC(=O)c2ccc(C)cc2)n[nH]c1=S (stereo not given),100,99,101,22,-5,-14,98,97,102,100,3
CCOC(=O)c1c(NC(=O)CS(=O)(=O)c2cn(CC)c3ccccc23)sc2c1CCCCC2,109,98,96,-12,-3,/,92,95,97,93,1
COC(=O)CNC(c1ccccc1)c1cc(Br)ccc1NS(=O)(=O)c1ccccc1 (stereo not given),102,102,104,7,-4,4,101,102,104,102,-6
Cc1nc2ccccc2n1S(=O)(=O)N(C)C,102,97,97,13,-5,24,98,95,95,92,0
CCCCc1ccc(N2C(=O)[C@@H]3C(CC(N)=O)NC4(C(=O)Nc5ccc(F)cc54)[C@@H]3C2=O)cc1 (stereo not given in full),102,107,106,-1,0,/,109,106,104,98,-3
Cc1c(CCOC(=O)CC23CC4CC(CC(C4)C2)C3)sc[n+]1CC(=O)c1ccccc1,105,98,94,17,-4,15,99,96,99,98,-22
O=C(CSc1cccs1)Nc1cccc2ccccc12,104,103,100,8,-2,-18,100,98,102,98,-15
CCOC(=O)c1ccc(N/C=C/C(=O)c2ccco2)cc1,104,101,101,12,2,/,101,99,105,98,-16
O=C(CCC(=O)c1ccccc1)NCCOc1ccccc1,100,93,95,24,1,/,94,94,96,95,-25
O=C(Nc1cc(Cl)ccc1Cl)c1ccc(-c2ccccc2)cc1,104,99,102,0,-3,-13,105,100,105,103,-33
CC(C)CNC(=O)COC(=O)c1ccc(Cl)c(S(N)(=O)=O)c1,98,97,101,0,0,/,102,101,100,99,-8
O=c1[nH]c(NC2CCCCC2)nnc1Cc1ccccc1,99,100,100,2,0,/,104,102,107,99,1
Cc1cc2c(c(=O)o1)C(c1cccs1)C(C#N)=C(N)O2 (stereo not given),105,95,99,16,-3,-36,97,95,107,99,-23
COc1ccc(N2C(=O)CC(Nc3ccc(N4CCOCC4)cc3)C2=O)c(OC)c1 (stereo not given),98,100,100,22,0,/,103,100,107,98,-48
COc1cc2c(cc1OC)C(c1ccc(C)o1)CC(=O)N2 (stereo not given),99,100,101,23,-1,/,104,100,104,100,8
O=C(CCCSc1nc2sc3c(c2c(=O)[nH]1)CCC3)NCCO,88,96,96,0,0,-4,95,95,96,93,-12
COc1ccccc1-n1c(CNC(=O)c2ccc(S(=O)(=O)N3CCOCC3)cc2)n[nH]c1=S,99,98,100,12,-8,/,100,98,100,97,8
CCc1ccc(OCC(=O)N(CC)CC)cc1,94,97,97,11,-1,10,99,100,100,98,-15
CC(=O)Oc1ccc2c(=O)c(Oc3ccccc3)c(C)oc2c1OC(C)=O,54*,98,99,20,4,-30,100,100,100,99,-77
Cc1ccc2c(C)c(C(=O)Nc3nnc(C)s3)oc2c1,108,98,101,-17,12,/,95,99,100,97,-12
CC1(C)CC(=O)C2=C(C1)N(CCN1CCOCC1)C1=C(C(=O)CC(C)(C)C1)C2c1cccc(F)c1,103,97,98,-7,-4,/,101,100,101,97,-14
COc1ccc(NC(=O)Cn2c(C(C)C)nc(C)cc2=O)cc1Cl,96,96,98,-4,0,/,98,97,98,97,-5
CN1CCN(/C=N/C2=C(C#N)C(c3ccccc3)C3=C(CC(C)(C)CC3=O)O2)CC1 (stereo not given),104,93,101,12,-2,7,104,102,105,99,4
Cc1cc(-c2nnc(CCC(=O)NC(c3ccccc3)c3ccccc3)o2)no1,106,89,97,3,0,-1,95,96,97,96,-49
O=C1C2C3C=CC(CC3)C2C(=O)N1/N=C/c1c(O)ccc2ccccc12 (stereo not given),104,104,100,5,0,12,100,100,101,97,-19
C1=C(c2ccccc2)CCN(c2ncnc3nc[nH]c23)C1,100,98,102,14,-2,/,100,98,102,100,-13
FC(F)Oc1ccc(NC(=S)NCc2ccco2)cc1Cl,93,96,98,22,-3,-2,99,97,99,97,-17
CCN(C(=O)COC(=O)c1ccc(OCc2c(C)noc2C)cc1)c1ccccc1,97,98,101,3,0,3,104,99,107,100,0
COc1ccc2cc3c(N)nn(C(=O)c4cccc([N+](=O)[O-])c4)c3nc2c1,102,101,102,34,-3,/,103,105,105,102,30
CCOC(=O)n1c(=O)n(Cc2cccc(F)c2)c2ccccc21,103,92,94,-22,0,19,91,91,97,94,-5
C/C(=N\OCC(=O)Nc1ccc2c(c1)OCCO2)c1ccc2c(c1)OCCO2,103,97,95,6,-6,/,98,96,100,97,2
CCOC(=O)c1c(C)nc2c(c1-c1ccc(OC)c(OC)c1)C(=O)c1ccccc1-2,101,104,103,-3,-3,25,108,105,110,102,-8
CCOC(=O)C1=C(C)NC(C)=C(C(=O)OCC)C1C(=O)OCC(=O)N(C)C1CCS(=O)(=O)C1 (stereo not given),104,102,95,2,-3,0,94,97,93,94,-38
CN1Cc2cc(C(=O)c3cc(Cl)cc(CSc4ncccn4)c3O)cnc2NC1=O,104,97,95,0,3,/,94,97,96,95,0
CCCS(=O)(=O)N1CCN(S(=O)(=O)c2ccccc2)CC1,97,104,101,-3,0,24,102,103,109,100,0
Cc1ccc(OCCn2c(=O)n(C)c3ccccc32)cc1,100,91,92,10,-3,-24,90,94,94,93,-18
O=[N+]([O-])c1ccc(CSc2nnc(Cc3ccccc3)n2-c2ccc(F)cc2)cc1,103,102,99,9,-3,13,99,97,104,98,-15
COc1ccccc1Nc1nc(N)nc(CN2CCc3ccccc3C2)n1,96,102,100,12,/,/,100,100,104,98,-8
CC(=O)Nc1ccc(S(=O)(=O)NCCc2ccc(F)cc2)cc1,100,101,102,-1,-3,-16,100,101,100,99,6
O=C(N/N=C\c1ccc(O)c([N+](=O)[O-])c1)c1ccccc1-n1cccc1,87,92,97,5,1,/,95,96,101,100,-37
CCOC(=O)c1sc(N(Cc2ccccc2)C(=O)CSc2nnc(C3CC3)n2N)nc1C,115,99,101,13,-6,-27,102,99,106,99,-32
CC(C)C(NC(=O)/C=C/c1ccc(F)cc1)C(C)C,105,96,98,/,-6,/,100,97,93,96,-5
Cc1cc(C)nc(N/N=C/c2cc3c(cc2[N+](=O)[O-])OCO3)n1,101,102,99,-8,-3,27,99,100,101,96,-43

# Structural class: those above with an aryl methoxy group
SMILES,RGS8-Gao,Rab7 wt GTP bind,HRas wt GTP,Mcl1 Noxa PPI,Bim-Mcl-1,Pf gamet viab,Cdc42 wt,Rab2 wt GTP,Rac1 wt GTP bind,Rac1 mut GTP,Mcl1 Bid PPI
COc1c(C)cc(C(=O)C2CCCN(C(=O)Cn3ccc(C)n3)C2)cc1C (stereo not given),103,106,101,-3,0,7,95,101,103,97,-20
COc1cc(NS(=O)(=O)c2ccc(NC(=O)CSC3=NCCS3)cc2)nc(OC)n1,97,98,98,21,-1,/,99,95,95,96,-28
CCOc1cc2nc(-c3ccc(OC)c(OC)c3)nc(N3CC(C)OC(C)C3)c2cc1OC (stereo not given),101,102,103,4,-3,/,103,101,103,101,2
COc1ccc(N2C(=O)CC(Nc3ccc(N4CCOCC4)cc3)C2=O)c(OC)c1 (stereo not given),98,100,100,22,0,/,103,100,107,98,-48
COc1cc2c(cc1OC)C(c1ccc(C)o1)CC(=O)N2 (stereo not given),99,100,101,23,-1,/,104,100,104,100,8
COc1ccccc1-n1c(CNC(=O)c2ccc(S(=O)(=O)N3CCOCC3)cc2)n[nH]c1=S,99,98,100,12,-8,/,100,98,100,97,8
COc1ccc(NC(=O)Cn2c(C(C)C)nc(C)cc2=O)cc1Cl,96,96,98,-4,0,/,98,97,98,97,-5
COc1ccc2cc3c(N)nn(C(=O)c4cccc([N+](=O)[O-])c4)c3nc2c1,102,101,102,34,-3,/,103,105,105,102,30
CCOC(=O)c1c(C)nc2c(c1-c1ccc(OC)c(OC)c1)C(=O)c1ccccc1-2,101,104,103,-3,-3,25,108,105,110,102,-8
COc1ccccc1Nc1nc(N)nc(CN2CCc3ccccc3C2)n1,96,102,100,12,/,/,100,100,104,98,-8

# As entered above:
# For RGS8-Gao, O=C(N/N=C\c1ccc(O)c([N+](=O)[O-])c1)c1ccccc1-n1cccc1 is listed with 87
# For Mcl1 Noxa PPI, CCOC(=O)c1sc(N(Cc2ccccc2)C(=O)CSc2nnc(C3CC3)n2N)nc1C is listed with 13
# For Rac1 mut GTP, Cc1cc(C)nc(N/N=C/c2cc3c(cc2[N+](=O)[O-])OCO3)n1 is listed with 96
# For Rab7 wt GTP bind, COc1ccccc1Nc1nc(N)nc(CN2CCc3ccccc3C2)n1 is listed with 102
# For Mcl1 Bid PPI, CC(=O)Nc1ccc(S(=O)(=O)NCCc2ccc(F)cc2)cc1 is listed with 6
